# Lung fibro prol – blocks proliferation of human lung fibroblasts. LL 47 human lung fibroblast viability, ATP luminescence; hits give low values. viability, % at 10 µM. 85,000 compounds, 1.1% hits. AID 719;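 active = viability at or below 50% in the single dose screen; inactive = viability above 50%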;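 note: compound exposure lasted 72 h before the ATP readout; 100% = median luminescence of untreated cell-only wells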
#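 test system = LL 47 human lung fibroblasts | amount = 1,150 fibroblasts seeded per well | medium = 15% FBS in IMEM | times = overnight cell rest, 72 h compound treatment at 37 °C | measured by = CellTiter-Glo luminescence measuring cellular ATP | read-out = viability percentage against median untreated-cell control | benchmarks = cell-only wells, no compound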
# CD11b adhes enh – CD11b/CD18-fibrinogen binding enhancement. K562 CD11b/CD18 adhesion to fibrinogen, ATPlite luminescence. activation, % at 10 µM. 93,000 compounds, 0.07% hits. AID 1499;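 active = 10 µM primary screen giving 50% or more activity, confirmed by 40% or more on retest at that dose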; note: strong numbers were not always called active
# ERa SRC1 inh – ER-alpha (human) coactivator binding inhibition; TR-FRET ER-alpha LBD / SRC-1 peptide, estradiol-bound; inhibition, % at 25.6 µM; 86,000 compounds, 1.7% hits; in the data active = inhibition above about 50%;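 note: 0% = receptor plus peptide control and 100% = peptide only without receptor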
# Target sequence (P03372 whole entry, looked up, the tested form may be a part): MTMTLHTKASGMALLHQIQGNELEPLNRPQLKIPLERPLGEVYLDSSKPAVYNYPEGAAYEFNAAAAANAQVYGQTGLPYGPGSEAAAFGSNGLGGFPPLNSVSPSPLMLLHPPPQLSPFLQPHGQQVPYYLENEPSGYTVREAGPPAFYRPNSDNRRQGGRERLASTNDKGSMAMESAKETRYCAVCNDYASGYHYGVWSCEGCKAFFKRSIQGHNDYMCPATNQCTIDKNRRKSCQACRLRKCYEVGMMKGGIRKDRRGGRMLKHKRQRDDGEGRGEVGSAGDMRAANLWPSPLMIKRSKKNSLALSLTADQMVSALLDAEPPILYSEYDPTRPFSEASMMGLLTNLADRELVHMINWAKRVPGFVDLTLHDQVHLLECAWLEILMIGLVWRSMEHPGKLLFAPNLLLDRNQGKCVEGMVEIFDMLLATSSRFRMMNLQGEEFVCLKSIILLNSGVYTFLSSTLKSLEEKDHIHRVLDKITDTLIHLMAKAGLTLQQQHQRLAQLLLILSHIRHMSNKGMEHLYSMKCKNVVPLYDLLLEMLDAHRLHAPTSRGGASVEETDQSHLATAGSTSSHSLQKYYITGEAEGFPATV
# H69AR growth 86K – blocks growth of human H69AR lung tumor cells; H69AR lung tumor viability, ATP luminescence, 72 h; hits give low values; viability, % at 10 µM; 85,000 compounds, 6% hits;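 active = viability at or below 40%; inactive = viability above 40%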;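 note: multidrug resistant small cell line overexpressing MRP-1 efflux transporter; 100% = mean luminescence of untreated control wells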
# CYP2C19 activ – activators of human cytochrome P450 2C19; AID 1025; 96,000 tested, under 10 active; recombinant CYP2C19, luciferin-H EGE luminescence; hits give high values; 0 = fully inhibited enzyme, 1 = untreated enzyme; P33261; activation factor at 5 µM;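 active = activation factor of at least 2 at 5 µM in the primary screen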;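 note: 0 = wells with 2.5 mM tranylcypromine and 1 = vehicle-only wells; values of inactives mirror those of a sister screen read the other way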
# Target sequence (P33261 whole entry, looked up): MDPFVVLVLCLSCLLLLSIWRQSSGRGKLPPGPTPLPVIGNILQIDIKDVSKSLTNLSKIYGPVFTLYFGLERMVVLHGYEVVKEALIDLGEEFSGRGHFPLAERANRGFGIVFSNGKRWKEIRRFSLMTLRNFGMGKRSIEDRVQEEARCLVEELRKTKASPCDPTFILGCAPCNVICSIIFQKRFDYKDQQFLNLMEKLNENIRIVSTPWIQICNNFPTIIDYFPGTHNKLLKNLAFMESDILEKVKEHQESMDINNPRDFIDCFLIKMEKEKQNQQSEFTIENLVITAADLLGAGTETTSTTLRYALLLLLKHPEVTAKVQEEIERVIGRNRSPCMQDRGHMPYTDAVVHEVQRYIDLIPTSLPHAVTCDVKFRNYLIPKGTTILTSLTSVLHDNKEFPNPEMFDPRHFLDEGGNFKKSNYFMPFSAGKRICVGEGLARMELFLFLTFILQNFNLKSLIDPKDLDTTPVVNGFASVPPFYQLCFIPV
# CYP2C19 inh – human CYP2C19 inhibition; inhibition, % at 5 µM; CYP2C19 Supersomes, luciferin-H EGE luminescence, 30 min; P33261; AID 778; 96,000 compounds, 21% hits;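 active = CYP2C19 inhibition above a set limit at 5 µM in the primary screen, cut at about 50% in these data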;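 note: plate controls were negative control wells for no effect and 2.5 mM tranylcypromine positive control for full effect; values of inactives mirror those of a sister screen read the other way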
# Mac1 fbg inh – inhibitors of human CD11b/CD18 binding to fibrinogen | K562 CD11b/CD18 adhesion to fibrinogen, ATPlite luminescence; Mn2+ added to activate the integrin | inhibition, % at 10 µM | AID 1497 | P05107+P11215 | 93,000 compounds, 0.54% hits;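 active = primary inhibition of 50% or more at 10 µM, then 40% or more on retest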; note: some results filed as inactive read as strong as hits
# HUVEC inhibit – human endothelial cell proliferation inhibition | HUVEC proliferation, CellTiter-Glo luminescence, 72 h; hits give low values | viability, % at 10 µM (by protocol) | 86,000 compounds, 1.1% hits | AID 648;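 active = viability at or below 30%; inactive = viability above 30%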;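 note: 100% = median luminescence of DMSO-only cell control wells on each plate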
# ERa coact pot – enhances coactivator binding to human estrogen receptor alpha; coactivator binding (% of control), % at 25.6 µM; P03372; TR-FRET ERalpha-LBD/SRC-Cy5 coactivator binding, 2 h; 100 = basal binding, no effect; 86,000 compounds, 1.3% hits; in the data active = activity above about 200%;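 note: binding measured in presence of low estradiol as agonist stimulus; 0% = peptide alone without receptor and 100% = receptor with peptide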
# Numbers without * were called inactive; x = no result given; [ ] = another dose, or the depositor's remark. Hits appear at their usual frequency; about 26% have a hit in one of these screens.
SMILES,Lung fibro prol,CD11b adhes enh,ERa SRC1 inh,H69AR growth 86K,CYP2C19 activ,CYP2C19 inh,Mac1 fbg inh,HUVEC inhibit,ERa coact pot
Cc1[nH]c(=O)[nH]c(=O)c1S(=O)(=O)Nc1ccc(Oc2ccccc2)cc1,x,-0.9,x,x,0.1,92.2*,13.3,x,x
COc1cccc(C(=O)Nc2cccc(OC(C)=O)c2)c1,94.5,-4.4,-1.5,93.9,0.7,25.3,-11.4,92.3,101.9
OCCOCCn1c2ccccc2c2ccccc21,91.4,-3.6,-4.2,88.3,0.5,54.7*,-21.8,90.6,102.1
Cc1nc2cc(C(F)(F)F)ccc2n1C1CCN(CC(=O)N2CCOCC2)CC1,96.9,1.9,-9.7,94.2,1,0.2,-10.3,104.7,119.8
CC(=O)c1ccc(NC(=O)Nc2ccc(NS(=O)(=O)c3ccc(C)cc3)cc2)cc1,x,-4.4,x,x,0.9,5.8,-14.0,x,x
Brc1ccc(-c2nnc3ccc(N4CCN(c5ccccc5)CC4)nn23)cc1,x,16.6,x,x,0.9,9.7,4.1,x,x
CC1(C)C(c2ccco2)=[N+]([O-])C2(CCCCC2=O)N1O (stereo not drawn),x,x,2.1,102.9,x,x,x,106.6,88.8
Cn1c(=N)n(CC(=O)c2cccs2)c2ccccc21,x,-4.2,x,x,1.1,-14.3,15.5,x,x
COc1ccc(NC2=NC3(CCCCC3)N=C(N)N2)cc1,107.3,-0.5,17.1,103.4,1,-4.2,10.7,112.7,87.2[fluorescence artefact?]
CCOc1ccc(Cl)cc1S(=O)(=O)NCc1cccnc1,98.9,-2.1,5.5,92.2,0.6,44.3,-5.8,91.9,104.9
CCOC(=O)c1sc(C)c2c1NC(C)(c1cccc3ccccc13)NC2=O (stereo not drawn),78.7,2.7,5.7,102.6,0.2,82.0*,-36.4,95.1,118.6
Cc1cc(C)c[n+](-c2nc3ccccc3nc2C(=C=[N-])C#N)c1,x,-2.1,x,x,1,-3.2,-15.9,x,x
Cc1cccc(NC(=O)c2oc3c(c2C)C(=O)CC(C)(C)C3)n1,107.1,2.1,-4.3,89.5,1,4.4,-16.2,106.8,105.6
COc1ccc(OCCOC(=O)Nc2ccccc2)cc1,94.0,0.8,-2.9,99.0,0.2,81.6*,1.6,99.2,106.9
Nc1ncnc2nc(SCc3ccc(Cl)cc3Cl)[nH]c12,x,1.8,x,x,0.3,67.0*,3.2,x,x
Cc1ccc(-n2c(C)cn(C(=O)c3ccccc3)c2=S)cc1,101.6,x,-5.0,77.2,x,x,x,90.2,89.5
Cc1ccc(-n2c(Cc3cccn3C)nnc2SCC(=O)NCc2ccco2)cc1,104.3,-6.8,13.2[fluorescence artefact?],85.2,1,-3.5,5.7,98.6,92.2
COc1ccc(C(=O)NC2(C(F)(F)F)C(=O)N(Cc3ccco3)C3=C2C(=O)CC(C)(C)C3)cc1OC (stereo not drawn),93.4,x,-3.6,95.4,0.9,7.3,x,94.9,100.9
CCOC(=O)c1ccc(N=CC2=C(O)CC(C)(C)CC2=O)cc1,x,5.3,x,x,0.9,7.8,-13.2,x,x
CC(C)CC(NS(=O)(=O)c1ccc2c(c1)oc(=O)n2C)C(=O)N1CC=C(c2ccccc2)CC1 (stereo not drawn),83.8,-0.8,4.2,89.8,0.7,34.2,-3.5,85.2,120.2
COc1ccc(C(=O)N2CCN(c3ccc(C)cc3)CC2)cc1OC,101.7,-3.5,-4.1,97.3,0.9,13.1,-10.7,91.5,117.5
COc1ccc(-n2c(=S)[nH]c3cc(C(=O)NCCCN4CCCC4=O)ccc3c2=O)cc1,93.3,x,-2.2,98.2,1,2.0,x,92.1,106.6
Cc1ccc(CCNC(=O)CC2Oc3ccc(C)cc3NC2=O)cc1 (stereo not drawn),96.1,-0.8,-5.0,94.8,1.1,-11.4,-12.4,91.5,118.7
COC(=O)C1(C(=O)OC)Sc2ccccc2C1=O,104.8,6.6,11.6,90.2,1.1,-9.3,-29.8,95.0,82.8
Cc1nn(-c2ccccc2)c2c1/C(=N/O)CC(C)(C)C2,96.8,1.6,-5.4,30.0*,0.8,22.8,-2.1,105.5,136.9
O=C(Nc1ccc(-c2nc3ccccc3s2)cc1)c1cc(-n2cnnc2)ccc1Cl,x,-2.5,x,x,0.5,46.9,14.2,x,x
O=C(Cn1nc(C(F)(F)F)c2c1CCCC2)NCc1ccco1,84.4,-5.1,-15.5,100.3,0.4,55.7*,0.1,91.5,108.4
O=c1cc(N2CCOCC2)[nH]c(=O)n1Cc1ccc(F)cc1,100.7,-5.7,-6.1,100.5,1.1,-10.8,-4.1,95.5,84.7
CCCOc1cccc(-c2nnc(N)s2)c1,105.0,4.5,2.1[fluorescence artefact?],92.7,0.9,11.6,-9.3,94.3,98.1
c1ccc2c(N3CCCC3)nc(-c3ccncc3)nc2c1,92.2,x,-11.9,56.2,0.2,84.5*,x,76.4,102.3[fluorescence artefact?]
Cc1cc(Cl)ccc1OC(C)C(=O)N1CCCN(C(=O)C(C)Oc2ccc(Cl)cc2C)CC1 (stereo not drawn),x,-10.9,x,x,0.8,22.5,74.8,x,x
CCC(C)NC(=O)CO/N=C/c1ccc(C(=O)OC)cc1 (stereo not drawn),95.0,-0.9,3.9,88.9,0.7,30.8,-2.7,88.4,101.2
CC1CCC(NC(=O)Cn2ncc3ccccc32)CC1 (stereo not drawn),101.6,-0.1,-1.7,102.5,0.7,34.6,5.4,98.1,102.3
O=S(=O)(NCc1ccccc1Br)c1cccs1,91.1,-1.0,-1.3,95.1,0.6,38.1,-17.3,88.2,102.7
CCN(C(=O)C1CCN(S(=O)(=O)c2cccc3nonc23)CC1)c1ccccc1,98.6,-7.6,-6.5,92.3,0.8,18.1,2.7,91.1,115.5
CSc1nc(N2CCOCC2)c2c3c(sc2n1)CCCC3,91.4,4.3,1.3,84.2,0.9,8.6,2.4,82.8,95.5
O=C(Cc1ccccc1)Nc1ccc(C(=O)O)cc1,109.8,x,-6.6,96.0,x,x,x,100.6,105.8
CCOC(=O)N1CCN(C(=O)c2ccc(N(Cc3ccc(C)cc3)S(C)(=O)=O)cc2)CC1,106.0,-2.4,-1.0[fluorescence artefact?],90.4,0.3,65.2*,-1.8,100.0,97.7
CN(C)c1cccc(C(=O)Nc2ccc3nc4n(c(=O)c3c2)CCCCC4)c1,98.8,4.1,4.6[fluorescence artefact?],53.1,0.2,76.1*,-1.2,83.6,95.2
CCOC(=O)CN1C(=O)NC(C)(c2ccc(OC(F)F)cc2)C1=O (stereo not drawn),102.9,2.6,2.6,95.7,0.4,64.0*,-8.0,103.3,101.5[fluorescence artefact?]
Nc1nnnn1/N=C/c1cccc(Oc2ccccc2)c1,93.9,3.0,5.7,93.4,0.4,56.0*,-2.3,98.0,108.6
CS(=O)(=O)N1CCCC(C(=O)NCc2ccccn2)C1 (stereo not drawn),110.9,5.4,-11.9,84.9,0.9,11.7,1.5,96.2,144.8
COCCn1cnnc1SCC(=O)Nc1ccccc1C(=O)Nc1ccc2c(c1)OCO2,101.4,-2.9,18.4,62.8,0.4,57.5*,3.5,86.8,68.3
CCOC(=O)c1cnc(SC)nc1Oc1cccc(NS(=O)(=O)c2ccc(F)cc2)c1,x,-2.0,x,x,0.7,25.6,-0.1,x,x
CCC(=NC(C)c1ccccc1)c1c(O)n(C)c(=O)n(C)c1=O (stereo not drawn),94.2,-5.3,0.8,92.7,0.3,67.8*,70.6*,92.7,78.4
O=c1nc2n(c3ccc(Br)cc13)CCS2,100.8,x,5.7,80.7,x,x,x,101.3,103.8
C=CCn1c(C)cc(C(=O)CSc2nnc(Cc3ccccc3)o2)c1C,93.8,0.8,-2.4,105.4,1,-1.3,4.3,108.5,109.8
COCCNC(=O)c1ccc(Cn2c(=S)[nH]c3cc4c(cc3c2=O)OCO4)cc1,96.2,-3.3,-4.7,90.2,0.9,14.6,-8.2,94.7,90.3

# Fetched one by one from the list above (two):
SMILES,Lung fibro prol,CD11b adhes enh,ERa SRC1 inh,H69AR growth 86K,CYP2C19 activ,CYP2C19 inh,Mac1 fbg inh,HUVEC inhibit,ERa coact pot
Nc1nnnn1/N=C/c1cccc(Oc2ccccc2)c1,93.9,3.0,5.7,93.4,0.4,56.0*,-2.3,98.0,108.6
CC1(C)C(c2ccco2)=[N+]([O-])C2(CCCCC2=O)N1O (stereo not drawn),x,x,2.1,102.9,x,x,x,106.6,88.8

# Remaining list, next part
SMILES,Lung fibro prol,CD11b adhes enh,ERa SRC1 inh,H69AR growth 86K,CYP2C19 activ,CYP2C19 inh,Mac1 fbg inh,HUVEC inhibit,ERa coact pot
CCN1CCN(c2nc3ccccc3nc2C(C#N)C(=O)OC2CCCCC2)CC1 (stereo not drawn),80.7,2.3,-3.2[fluorescence artefact?],49.9,0.9,5.9,-3.5,37.4,104.9[fluorescence artefact?]
CC1(c2ccc3c(c2)OCO3)NC(=O)N(CC(=O)Nc2ccc(N3CCOCC3)cc2)C1=O (stereo not drawn),100.7,-0.5,-4.9,95.9,0.8,20.3,-7.1,101.2,114.7
COc1ccc(/C=C/c2c([N+](=O)[O-])c(=O)n(C)c(=O)n2C)cc1O,94.8,-6.4,19.1,56.5,0.9,9.6,3.1,83.0,70.8[fluorescence artefact?]
O=C(CSc1nccn1-c1ccccc1)Nc1ccc2c(c1)OCO2,103.0,-0.5,19.4,96.5,0.1,87.1*,-20.9,111.1,82.2[fluorescence artefact?]
CCCCCOC(=O)Nc1nnc(CCC)s1,102.7,5.0,6.7,87.4,0.8,20.9,-13.7,87.9,111.7[fluorescence artefact?]
CC(C)NS(=O)(=O)c1ccc(N2C(=O)c3ccccc3C2=O)cc1,100.6,-0.4,-4.5,100.9,0.9,10.1,6.5,87.7,101.3
COc1cccc2c1N1C(=O)c3c(C(=O)O)cccc3C1CC2(C)C (stereo not drawn),97.8,1.2,10.7,84.9,1,-2.2,-0.9,96.5,101.3
CC1=NN(c2ccccc2)C(=O)C1(C)C,101.3,x,-7.8[fluorescence artefact?],88.9,1,-4.8,x,107.0,109.9
CCOC(=O)C(C)Sc1nnc(Cn2c(=O)sc3ccccc32)n1-c1ccccc1 (stereo not drawn),86.6,-2.5,-8.8,95.4,0.3,69.4*,-2.2,88.9,101.5
Cc1ccc2c(c1)C1CCCC3C1N2CC(=O)N3Cc1ccccc1 (stereo not drawn),94.6,-1.5,0.8,83.8,0,99.3*,40.5,92.5,78.3
Cc1nn(C)c(C)c1S(=O)(=O)NC1CCCc2ccccc21 (stereo not drawn),94.0,-3.5,0.2,91.5,0.8,24.7,-13.7,98.2,122.0
CN(CCc1ccccn1)Cc1ccc(Cl)cc1,98.0,-6.7,-10.2,97.1,0.5,53.1*,9.9,92.1,94.9[fluorescence artefact?]
CC1CC(N(C(=O)c2ccc(Cl)cc2)c2ccccc2)c2ccccc2N1C(=O)c1ccco1 (stereo not drawn),88.1,2.4,0.1,77.6,0.1,91.2*,-24.4,78.9,93.2
CCOC(=O)Cn1c(=O)n(C2CCCC2)c(=O)c2ccccc21,96.9,-2.4,0.9,85.4,0.1,91.2*,0.2,103.3,103.5
COc1ccc(CNc2oc(COc3ccccc3)nc2C#N)cc1,96.1,x,-41.5[fluorescence artefact?],103.5,0.5,52.7*,x,98.8,94.4
Cc1c(O)ccc(C(=O)COc2ccc(F)cc2)c1O,103.3,0.3,2.1,102.4,0.6,38.1,5.9,93.3,85.5

# Bioassay records as filed in PubChem BioAssay.
